TAAR1 antagonist = human TAAR1 antagonism; CHO RD-HGA16 TAAR1, Fluo-8 calcium fluorescence, antagonist; 360,000 tested, 1.5% active; inhibition, % at 3 µM;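 active = inhibition above a per-plate cutoff, the mean inhibition of test compounds on that plate plus 3 SD, cut at about 49% in these data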;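 also: 0% = DMSO plus EC80 beta-PEA response and 100% = DMSO alone without agonist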
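Test system: RD-HGA16 CHO cells with stable hTAAR1 and Gα16 / Probe or stimulus: EC80 β-phenethylamine stimulus / Times: seeding 17-24 h prior, 75-min 37 °C, 30-min RT dye loading / Detection: Fluo-8 calcium-sensitive fluorescence / Read-out basis: % inhibition scaled between DMSO and EC80 PEA controls / Repeats: singlicate, one well per test compound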
CHRM5 agonist = agonists of human muscarinic M5 receptor (CHRM5) | P08912 | CHO-K1 hM5 cells, Fluo-8 calcium fluorescence; 0% DMSO wells, 100% maximal acetylcholine response | activation, % at 3 µM | 360,000 tested, 0.19% active;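 active = activation above the run's mean over test compounds plus 3 SD, cut at about 23% in these data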;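 also: signal is peak over basal fluorescence ratio across the kinetic read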
Target sequence (P08912 whole entry, looked up): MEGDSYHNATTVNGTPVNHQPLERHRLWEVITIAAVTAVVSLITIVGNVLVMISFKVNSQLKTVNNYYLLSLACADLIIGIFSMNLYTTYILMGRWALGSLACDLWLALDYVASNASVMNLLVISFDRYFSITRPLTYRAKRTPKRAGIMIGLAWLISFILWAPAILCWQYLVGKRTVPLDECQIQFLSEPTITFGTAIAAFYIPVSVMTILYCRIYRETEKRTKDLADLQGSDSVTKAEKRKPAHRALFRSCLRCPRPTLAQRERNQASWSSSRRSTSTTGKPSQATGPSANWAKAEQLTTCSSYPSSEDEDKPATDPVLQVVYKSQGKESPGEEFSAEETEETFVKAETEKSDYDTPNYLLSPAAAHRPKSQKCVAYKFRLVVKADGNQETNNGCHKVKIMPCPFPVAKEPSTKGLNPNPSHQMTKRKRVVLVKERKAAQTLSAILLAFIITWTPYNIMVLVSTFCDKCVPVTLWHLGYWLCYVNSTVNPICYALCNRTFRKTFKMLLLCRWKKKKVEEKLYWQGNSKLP
TAAR1 ag = human TAAR1 agonism | CHO RD-HGA16 TAAR1, Fluo-8 calcium fluorescence; vehicle wells 0%, saturating PEA agonist 100% | Q96RJ0 | 360,000 tested, 0.99% active | activation, % at 3 µM;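 active = activation above the mean activation of all test compounds in the run plus 3 SD, cut at about 38% in these data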
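Assay system – CHO-derived RD-HGA16 cells with stable Gα16 and human TAAR1 · Compound dosing – one-point dosing at 3 µM (nominal) · Incubation – 17-24 h seeding, 75 min 37 °C dye, 30 min RT · Measured by – kinetic Fluo-8 calcium fluorescence · Control set – DMSO vehicle as 0%, PEA at EC100 as 100% · Repeats – single well for each compound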
CHO-K1 Ca PAM = nonselective activator or artifact in parental CHO-K1 calcium assay; 360,000 tested, 0.02% active; AID 602247; ATP EC20, Fluo-8 calcium fluorescence; 0% at ATP EC20, 100% at ATP max; activation, % at 3 µM;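 active = activation above the run cutoff, the mean activation of all test compounds plus 3 SD, cut at about 40% in these data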;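 also: peak over basal fluorescence ratio in a 140 s read after ATP addition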
CHRM5 antagonist = blocks acetylcholine activation of human M5 receptor | P08912 | CHO-hM5 cells, Fluo-8 calcium fluorescence, ACh EC80 | inhibition, % at 3 µM | 360,000 tested, 0.59% active | AID 624040;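 active = inhibition above a per-plate cutoff, the mean of that plate's test compounds plus 3 SD, cut at about 27% in these data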;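 also: 0% = acetylcholine EC80 with DMSO and 100% = DMSO without agonist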
M4 PAM = CHRM4 positive allosteric modulation; 360,000 tested, 0.4% active; P08173; CHO-K1 hM4/Gqi5, Fluo-8 calcium fluorescence, ACh EC20; 0% = ACh EC20, 100% = maximal ACh; AID 624126; activation, % at 3 µM;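 active = activation above its plate's cutoff, the mean activation of sample wells plus 3 SD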; also: some results filed as inactive read as strong as hits
Target sequence (P08173 whole entry, looked up): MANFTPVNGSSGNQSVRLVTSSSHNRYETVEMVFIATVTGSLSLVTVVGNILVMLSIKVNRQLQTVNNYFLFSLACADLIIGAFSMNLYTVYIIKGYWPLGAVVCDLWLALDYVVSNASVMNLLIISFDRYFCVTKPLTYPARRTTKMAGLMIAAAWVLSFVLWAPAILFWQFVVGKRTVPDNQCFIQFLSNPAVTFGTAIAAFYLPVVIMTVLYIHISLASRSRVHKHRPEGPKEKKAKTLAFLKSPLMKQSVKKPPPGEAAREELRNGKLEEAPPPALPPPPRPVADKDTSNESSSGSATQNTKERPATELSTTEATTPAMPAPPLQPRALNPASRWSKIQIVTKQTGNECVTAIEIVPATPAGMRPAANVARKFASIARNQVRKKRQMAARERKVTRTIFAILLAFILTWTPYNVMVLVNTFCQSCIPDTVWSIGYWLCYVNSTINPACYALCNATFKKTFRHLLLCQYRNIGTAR
CRFR2-BP ag = agonists of human CRF-binding protein/CRF-R2 receptor complex; HEK293 CRF-R2/CRF-BP, calcium dye fluorescence (FLIPR); percent of saturating CRF peptide response; activation, % at 13.2 µM; 350,000 tested, 0.46% active;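 active = activation of at least 50%, plus an integration ratio under a set limit after plate pattern correction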;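 also: plate controls were neutral control wells without compound for no effect and CRF at EC100 for full effect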
CRFBP-R2 block = blocks CRF-induced signaling of the CRF-BP/CRF-R2 complex; HEK293 CRF-R2/CRF-BP, CRF-induced calcium fluorescence; inhibition, % at 11.8 µM; 350,000 tested, 0.59% active;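 active = inhibition of the ligand-induced calcium signal above about 50% at the single tested concentration, limit read from the data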
M5 PAM = positive allosteric modulators of human muscarinic M5 receptor. activation, % at 3 µM. 360,000 tested, 0.3% active. CHO-K1 hM5, Fluo-8 calcium, ACh EC20 PAM; 0% = ACh EC20, 100% = ACh EC100. AID 624038;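 active = activation above the run cutoff, the mean activation of all test compounds plus 3 SD, cut at about 18% in these data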
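Replicates: One well per compound, no replicates | System: Human M5 receptor in CHO-K1 cells | Benchmarks: Low control EC20 acetylcholine (0%), high control EC100 acetylcholine (100%) | Probe or stimulus: Acetylcholine, EC20 level | Times: Fluo-8 loading 80 min at 37 °C plus 30 min room temperature | Signal: Intracellular calcium via Fluo-8 fluorescence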
Active calls of the source: *.

What do the screens show for `COc1ccc(CNC(=O)CN(C(=O)c2csnn2)c2cccc3c2CCCC3)cc1`?
TAAR1 antagonist: -27; CHRM5 agonist: 1; TAAR1 ag: 4; CHO-K1 Ca PAM: -3; CHRM5 antagonist: 9; M4 PAM: -10; CRFR2-BP ag: 1.6; CRFBP-R2 block: -10; M5 PAM: -3

Results for CCOC(=O)c1c(N)nn(C(C)=O)c1-c1ccccc1 ?
TAAR1 antagonist: 5; CHRM5 agonist: -7; TAAR1 ag: 4; CHO-K1 Ca PAM: 17; CHRM5 antagonist: 15; M4 PAM: 2; CRFR2-BP ag: 4.1; CRFBP-R2 block: -3; M5 PAM: -1

Results for COc1ccccc1-n1cnnc1SCC(=O)Nc1ncc(Cl)cc1Cl ?
TAAR1 antagonist: -20; CHRM5 agonist: -5; TAAR1 ag: 4; CHO-K1 Ca PAM: 22; CHRM5 antagonist: -7; M4 PAM: 2; CRFR2-BP ag: -2.4; CRFBP-R2 block: 7; M5 PAM: 11

What do the screens show for `CCOc1ccccc1-c1nc(-c2ccc(C)nc2OC)no1`?
TAAR1 antagonist: 18; CHRM5 agonist: -5; TAAR1 ag: -2; CHO-K1 Ca PAM: 20; CHRM5 antagonist: -3; M4 PAM: 3; CRFR2-BP ag: 0.6; CRFBP-R2 block: -18; M5 PAM: -7

How did CCOc1ncccc1C(=O)NNC(=O)c1ccc(NS(=O)(=O)c2cccs2)cc1 do in these assays?
TAAR1 antagonist: -12; CHRM5 agonist: -2; TAAR1 ag: -1; CHO-K1 Ca PAM: 9; CHRM5 antagonist: 5; M4 PAM: 15; CRFR2-BP ag: -0.8; CRFBP-R2 block: 7; M5 PAM: 1

How did COc1ccccc1OCC(O)Cn1nc(C)cc1C (stereo unspecified) do in these assays?
TAAR1 antagonist: 10; CHRM5 agonist: -7; TAAR1 ag: 7; CHO-K1 Ca PAM: 17; CHRM5 antagonist: -7; M4 PAM: 3; CRFR2-BP ag: 7.3; CRFBP-R2 block: -27; M5 PAM: -3

Results for Cc1ccc2c(c1)c1c(n2CC(O)CNC2CCCC2)CCCC1 (stereo unspecified) ?
TAAR1 antagonist: 2; CHRM5 agonist: 4; TAAR1 ag: 28; CHO-K1 Ca PAM: 20; CHRM5 antagonist: 4; M4 PAM: -19; CRFR2-BP ag: 3.2; CRFBP-R2 block: -22; M5 PAM: 2

How did O=C(NNC(=O)c1ccc[nH]1)c1cc(Cl)cc(Cl)c1 do in these assays?
TAAR1 antagonist: -4; CHRM5 agonist: -2; TAAR1 ag: 4; CHO-K1 Ca PAM: 22; CHRM5 antagonist: 0; M4 PAM: 2; CRFR2-BP ag: -1.1; CRFBP-R2 block: -1; M5 PAM: 0

How did Cc1c(N(C)S(=O)(=O)c2ccc(Cl)c(C(=O)NCC(C)(C)N3CCOCC3)c2)c(=O)n(-c2ccccc2)n1C do in these assays?
TAAR1 antagonist: 4; CHRM5 agonist: -3; TAAR1 ag: 1; CHO-K1 Ca PAM: 6; CHRM5 antagonist: 7; M4 PAM: 4; CRFR2-BP ag: 0.7; CRFBP-R2 block: -4; M5 PAM: -1

Results for CC(C(=O)Nc1ccc(C#N)cc1)N(C)CC(=O)Nc1ccccc1Br (stereo unspecified) ?
TAAR1 antagonist: 2; CHRM5 agonist: 2; TAAR1 ag: 4; CHO-K1 Ca PAM: 17; CHRM5 antagonist: 8; M4 PAM: -9; CRFR2-BP ag: 2.3; CRFBP-R2 block: 13; M5 PAM: -3

Results for O=C(O)c1cccc(NS(=O)(=O)c2cc(S(=O)(=O)c3ccc(Cl)cc3)ccc2Cl)c1 ?
TAAR1 antagonist: -8; CHRM5 agonist: -3; TAAR1 ag: 1; CHO-K1 Ca PAM: -24; CHRM5 antagonist: 2; M4 PAM: 1; CRFR2-BP ag: 0.0; CRFBP-R2 block: 11; M5 PAM: -8

Results for Cc1ccc(C2=NOC(=O)/C2=C\c2ccccc2)cc1 ?
TAAR1 antagonist: -17; CHRM5 agonist: -4; TAAR1 ag: 1; CHO-K1 Ca PAM: 24; CHRM5 antagonist: 8; M4 PAM: 3; CRFR2-BP ag: -0.5; CRFBP-R2 block: -11; M5 PAM: 5

Results for COC(=O)c1ccc(NC(=S)NCCc2ccccc2)cc1 ?
TAAR1 antagonist: 54*; CHRM5 agonist: 7; TAAR1 ag: 73*; CHO-K1 Ca PAM: 9; CHRM5 antagonist: 10; M4 PAM: -2; CRFR2-BP ag: 1.9; CRFBP-R2 block: 18; M5 PAM: -14

Results for CCOc1ccccc1CNc1ccc(O)cc1 ?
TAAR1 antagonist: -3; CHRM5 agonist: 1; TAAR1 ag: 2; CHO-K1 Ca PAM: -15; CHRM5 antagonist: 15; M4 PAM: -5; CRFR2-BP ag: 0.8; CRFBP-R2 block: 5; M5 PAM: -9

Results for CC(C)OCCCNC(=O)CCN1C(=O)COc2ccccc21 ?
TAAR1 antagonist: -4; CHRM5 agonist: 0; TAAR1 ag: 0; CHO-K1 Ca PAM: 7; CHRM5 antagonist: 4; M4 PAM: 9; CRFR2-BP ag: 0.8; CRFBP-R2 block: 1; M5 PAM: -2

How did CCOC(=O)c1c(-c2ccc(C)cc2)csc1NC(=O)C1CCCO1 (stereo unspecified) do in these assays?
TAAR1 antagonist: 23; CHRM5 agonist: -8; TAAR1 ag: 2; CHO-K1 Ca PAM: 23; CHRM5 antagonist: 11; M4 PAM: -4; CRFR2-BP ag: -0.3; CRFBP-R2 block: 14; M5 PAM: -11

How did CC(C)[C@H](NC(=O)NC1CCCc2ccccc21)C(=O)O (stereo partly specified) do in these assays?
TAAR1 antagonist: 4; CHRM5 agonist: 3; TAAR1 ag: 15; CHO-K1 Ca PAM: 10; CHRM5 antagonist: -5; M4 PAM: 1; CRFR2-BP ag: 0.1; CRFBP-R2 block: 6; M5 PAM: 10

How did CN(CC(=O)Nc1ccc(F)c(F)c1F)C(=O)c1ccc(-n2cncn2)cc1 do in these assays?
TAAR1 antagonist: -22; CHRM5 agonist: 4; TAAR1 ag: 19; CHO-K1 Ca PAM: -16; CHRM5 antagonist: -6; M4 PAM: 3; CRFR2-BP ag: -0.3; CRFBP-R2 block: 28; M5 PAM: 11

What do the screens show for `NC(=O)COc1ccc(/C=N/NS(=O)(=O)c2ccccc2)cc1`?
TAAR1 antagonist: 2; CHRM5 agonist: 0; TAAR1 ag: 0; CHO-K1 Ca PAM: 12; CHRM5 antagonist: 3; M4 PAM: 6; CRFR2-BP ag: -0.1; CRFBP-R2 block: 6; M5 PAM: 1

What do the screens show for `O=C(CCSc1ccc(Cl)c(Cl)c1)NC12CC3CC(CC(C3)C1)C2`?
TAAR1 antagonist: -9; CHRM5 agonist: -1; TAAR1 ag: 4; CHO-K1 Ca PAM: -6; CHRM5 antagonist: -8; M4 PAM: -3; CRFR2-BP ag: -0.6; CRFBP-R2 block: -11; M5 PAM: 3

How did CC(C)(C)N1C(=O)[C@H]2[C@@H](c3ccc(Br)cc3)N3C(=O)N(c4cccc(Cl)c4)C(=O)[C@@]3(C)[C@H]2C1=O do in these assays?
TAAR1 antagonist: -9; CHRM5 agonist: -1; TAAR1 ag: 9; CHO-K1 Ca PAM: 18; CHRM5 antagonist: 12; M4 PAM: 4; CRFR2-BP ag: 0.6; CRFBP-R2 block: -10; M5 PAM: -1

What do the screens show for `CCOCCCNC(=O)CCc1nnc2n(CCC(C)C)c(=O)c3ccccc3n12`?
TAAR1 antagonist: -5; CHRM5 agonist: -1; TAAR1 ag: 6; CHO-K1 Ca PAM: -15; CHRM5 antagonist: 4; M4 PAM: -3; CRFR2-BP ag: -0.5; CRFBP-R2 block: 7; M5 PAM: -12

Results for O=C(Nc1cccnc1)C1Cc2c(-c3cccc(F)c3)ccnc2O1 (stereo unspecified) ?
TAAR1 antagonist: -12; CHRM5 agonist: 1; TAAR1 ag: 2; CHO-K1 Ca PAM: 15; CHRM5 antagonist: 0; M4 PAM: -1; M5 PAM: 3

What do the screens show for `O=[N+]([O-])c1cccc(-c2ccc(C(=S)N3CCOCC3)o2)c1`?
TAAR1 antagonist: 7; CHRM5 agonist: -3; TAAR1 ag: -1; CHO-K1 Ca PAM: 29; CHRM5 antagonist: -7; M4 PAM: -4; CRFR2-BP ag: -1.3; CRFBP-R2 block: -4; M5 PAM: 4

How did COC(=O)C1CSC2c3ccccc3C(=O)N12 (stereo unspecified) do in these assays?
TAAR1 antagonist: -8; CHRM5 agonist: 3; TAAR1 ag: -1; CHO-K1 Ca PAM: 19; CHRM5 antagonist: 3; M4 PAM: 6; CRFR2-BP ag: 28; CRFBP-R2 block: -4; M5 PAM: -2

What do the screens show for `CCCCn1c(N)c(N(CCC(C)C)C(=O)C2CCCO2)c(=O)[nH]c1=O` (stereo unspecified)?
TAAR1 antagonist: -21; CHRM5 agonist: 0; TAAR1 ag: 1; CHO-K1 Ca PAM: 9; CHRM5 antagonist: 4; M4 PAM: 3; CRFR2-BP ag: -1.4; CRFBP-R2 block: 5; M5 PAM: 5

How did O=C(COc1ccc(F)cc1)c1c(O)cc(O)cc1O do in these assays?
TAAR1 antagonist: -16; CHRM5 agonist: -1; TAAR1 ag: 1; CHO-K1 Ca PAM: 2; CHRM5 antagonist: -5; M4 PAM: -11; CRFR2-BP ag: 0.8; CRFBP-R2 block: -10; M5 PAM: 5

Results for CCN(CC)c1nc2ccccc2nc1C(C#N)C(=O)NCCc1ccccc1 (stereo unspecified) ?
TAAR1 antagonist: 12; CHRM5 agonist: 0; TAAR1 ag: 13; CHO-K1 Ca PAM: 12; CHRM5 antagonist: 1; M4 PAM: 7; CRFR2-BP ag: 4.0; CRFBP-R2 block: -29; M5 PAM: 4

Results for Cc1cc(=O)oc2cc(OC(=O)c3ccccc3)ccc12 ?
TAAR1 antagonist: -15; CHRM5 agonist: 0; TAAR1 ag: 1; CHO-K1 Ca PAM: 14; CHRM5 antagonist: 7; M4 PAM: 3; CRFR2-BP ag: 1.1; CRFBP-R2 block: 2; M5 PAM: -1

What do the screens show for `O=C(CCl)Nc1ccccc1Sc1ccc(Cl)cc1`?
TAAR1 antagonist: 11; CHRM5 agonist: -7; TAAR1 ag: 9; CHO-K1 Ca PAM: 15; CHRM5 antagonist: 7; M4 PAM: -26; CRFR2-BP ag: 1.0; CRFBP-R2 block: 67*; M5 PAM: -15

How did O=C1c2ccccc2C(=O)N1CCc1csc(-c2ccc(F)cc2)n1 do in these assays?
TAAR1 antagonist: 20; CHRM5 agonist: -3; TAAR1 ag: 13; CHO-K1 Ca PAM: 24; CHRM5 antagonist: 4; M4 PAM: 0; CRFR2-BP ag: 1.8; CRFBP-R2 block: -10; M5 PAM: -2

Hits appear at their usual frequency; any-hit rate near 4.2%.
